TrxR1 substrate – substrates of rat thioredoxin reductase 1; actives 0.01% (n = 390,000); AID 588456; Potency, µM (series often up to 114 µM), inactives show top-dose activity change, negative = substrate turnover; purified TrxR1 substrate turnover, NADPH consumption readout; O89049; note: potency is the fitted concentration of half-maximal effect; % is set by controls: 0 for no effect and ±100 for the full control effect; nearly all actives have a fitted effect of over 50% in size
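Rat TrxR1, dispensed at 90 nM, was prereduced with 400 uM NADPH (final) for 5 min at ~22 deg C, then incubated with compound 15 min before 400 uM selenite. A first-read NADPH fluorescence drop versus no-compound background flagged substrates.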
Pin1 inhibitor – human Pin1 inhibition | AID 504891 | Pin1 FP peptide displacement, HiFluor488, 10 min | Q13526 | Potency, µM (doses to about 115 µM), inactives show at the top dose activity, negative = inhibition, actives largely listed as inhibitors | actives 0.009% (n = 390,000); active = well fitted inhibition curve with a large enough effect in the polarisation, with a control signal flat, not every such curve was filed as active; inconclusive = small, poorly fitted or top-dose-only effect, or effect the other way, or a change in a side signal; inactive = no such curve, though single readings can be large or run the other way; the % refers to the polarisation; note: potency is the fitted concentration of half-maximal effect; % is set by controls: 0 for no effect and ±100 for the full control effect
USP1-UAF1 inh – inhibitors of human USP1/UAF1 deubiquitinase. recombinant USP1/UAF1, Ub-Rhodamine cleavage fluorescence. actives 0.23% (n = 390,000). AID 743255. O94782. Potency, µM (top dose mostly 57.1 µM), for inactives: top-dose activity change, negative = inhibition, hits mostly inhibitors; note: potency is the fitted concentration of half-maximal effect; % is set by controls: 0 for no effect and ±100 for the full control effect; nearly all actives have a fitted effect of over 60% in size; inactives centre near -12
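In this screen, compounds sit with the deubiquitinase complex (1nM) for 15 min at room temperature before Ub-Rho is added at 150nM final. Fluorescence rise is then followed for 6 reads every 60 seconds.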
PGK inhibitor – T. brucei PGK inhibition; P07378; PGK/GAPDH coupled, Kinase-Glo luminescence, 60 min; Potency, µM (titrated, usually from 57.5 µM), inactives show at the top dose activity change, negative = inhibition, hits mostly inhibitors; actives 0.043% (n = 380,000); AID 602233; note: potency is the fitted concentration of half-maximal effect; % is set by controls: 0 for no effect and ±100 for the full control effect; nearly all actives have a fitted effect of over 60% in size
Target sequence (P07378 whole entry, looked up): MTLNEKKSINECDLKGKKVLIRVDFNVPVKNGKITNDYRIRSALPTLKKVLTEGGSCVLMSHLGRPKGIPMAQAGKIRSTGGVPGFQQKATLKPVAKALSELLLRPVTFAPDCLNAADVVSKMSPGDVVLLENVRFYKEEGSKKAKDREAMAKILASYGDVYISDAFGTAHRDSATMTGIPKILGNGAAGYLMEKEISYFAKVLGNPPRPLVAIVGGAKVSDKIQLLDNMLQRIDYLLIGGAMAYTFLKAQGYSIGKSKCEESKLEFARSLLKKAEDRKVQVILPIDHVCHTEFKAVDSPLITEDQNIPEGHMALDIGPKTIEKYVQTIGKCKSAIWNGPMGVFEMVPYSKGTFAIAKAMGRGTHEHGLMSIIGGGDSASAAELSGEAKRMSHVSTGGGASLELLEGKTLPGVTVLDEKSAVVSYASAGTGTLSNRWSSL
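Recombinant glycosomal PGK reaction used 1,3-bisphosphoglycerate generated in-well by GAPDH (100nM final) in 100mM TEA pH 7.6, 5mM MgCl2, 0.01% Tween-20. After 60 minutes at room temperature, ATP was read by Kinase-Glo Plus luminescence end-point.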
PI4K2A block – inhibitors of human PI4K2A | Q9BTU6 | purified PI4K2A, ADP-Glo luminescence, 1 h; hits give low values | activity change, negative = inhibition, % at 76.9 µM | actives 0.13% (n = 420,000) | AID 1346378; in the data active = activity change below about -50%; inconclusive = mostly about -30% to -49%;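 note: -100% = wells without enzyme as full effect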
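In this quantitative HTS, ADP production by PI4K2A was quantified luminescently after 1 h at ambient temperature; 100 microM adenosine served as plate-quality control.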
HP1b binding inh – blocks HP1-beta chromodomain binding to methylated histone tails; actives 0.56% (n = 390,000); AID 540317; AlphaScreen HP1-beta / biotin-H3K9me3 peptide binding; Potency, µM (series often up to 114 µM), for inactives: at the highest dose activity change, negative = inhibition, actives largely listed as inhibitors; note: potency is the fitted concentration of half-maximal effect; nearly all actives have a fitted effect of over 70% in size; inactives centre near 23
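AlphaScreen: HP1-beta (50 nM) preformed 30 min with biotin-H3(1-18)K9me3 peptide (50 nM) in PBS pH 7.4, 0.01% Tween-20. Compound added for 30 min at RT, then streptavidin donor/nickel chelate acceptor beads (10 ug/mL) for 30 min.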
IDH1 R132H inh – blocks human mutant IDH1 R132H enzyme; Potency, µM (top dose mostly 76.6 µM), for inactives: at the highest dose activity change, negative = inhibition, usual class: inhibitors; IDH1-R132H enzyme, NADPH consumption, diaphorase/resazurin fluorescence; O75874; actives 0.093% (n = 390,000); note: potency is the fitted concentration of half-maximal effect; % is set by controls: 0 for no effect and ±100 for the full control effect; nearly all actives have a fitted effect of over 65% in size
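IDH1-R132H (0.5 ug/mL dispensed) in pH 7.5 Tris buffer was preincubated 30 min with compound, then given a substrate mix of 0.016 mM NADPH and 2 mM alpha-KG for 80 min at room temperature; remaining NADPH was read by diaphorase/resazurin fluorescence.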
rTrxR1 inhibitor – inhibitors of rat thioredoxin reductase 1; O89049; recombinant rTrxR1, NADPH fluorescence consumption, selenite substrate; Potency, µM (series often up to 114 µM), for the others: at the top dose activity change, negative = inhibition, usual class: inhibitors; actives 1% (n = 390,000); AID 588453; note: potency is the fitted concentration of half-maximal effect; % is set by controls: 0 for no effect and ±100 for the full control effect; nearly all actives have a fitted effect of over 65% in size
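Rat TrxR1 (90 nM in the dispensed reagent) was pre-reduced with 400 uM NADPH for 5 min at room temperature, then incubated with compound for 15 min. After 400 uM selenite was added, NADPH fluorescence (Ex 340/Em 450 nm) was followed for 8 min.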
GLS inh – glutaminase GLS (human) inhibition | GLS enzymatic activity, qHTS titration | Potency, µM (highest dose often 45.5 µM), without a hit: at the top dose activity change, negative = inhibition, hits mostly inhibitors | actives 0.21% (n = 410,000); note: potency is the fitted concentration of half-maximal effect; % is set by controls: 0 for no effect and ±100 for the full control effect
Target sequence (O94925 whole entry, looked up): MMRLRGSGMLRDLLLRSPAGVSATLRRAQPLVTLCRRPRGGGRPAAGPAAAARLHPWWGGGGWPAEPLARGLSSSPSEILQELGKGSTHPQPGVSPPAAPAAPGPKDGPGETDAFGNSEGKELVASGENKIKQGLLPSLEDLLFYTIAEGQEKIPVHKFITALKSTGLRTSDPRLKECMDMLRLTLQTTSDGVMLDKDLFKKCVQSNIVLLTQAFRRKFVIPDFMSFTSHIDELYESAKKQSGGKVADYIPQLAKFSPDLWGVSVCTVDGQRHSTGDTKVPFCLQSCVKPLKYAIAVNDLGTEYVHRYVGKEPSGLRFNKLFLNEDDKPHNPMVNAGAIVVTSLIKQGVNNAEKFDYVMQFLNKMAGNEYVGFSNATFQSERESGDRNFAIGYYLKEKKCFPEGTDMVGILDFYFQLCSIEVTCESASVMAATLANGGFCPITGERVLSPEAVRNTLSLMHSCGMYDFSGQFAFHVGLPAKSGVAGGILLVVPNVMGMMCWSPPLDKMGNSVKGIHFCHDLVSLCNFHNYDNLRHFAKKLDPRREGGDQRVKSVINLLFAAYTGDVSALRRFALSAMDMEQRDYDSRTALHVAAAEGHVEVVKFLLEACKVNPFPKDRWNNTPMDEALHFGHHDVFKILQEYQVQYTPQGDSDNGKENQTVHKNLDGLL
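hKGA in 45 mM KH2PO4 (pH 8.2), 0.02% Tween-20 with compound, then 1mM L-Glutamine (stock as added) plus glutamate oxidase/HRP/Amplex red coupling mix. Fluorescence read initially and after 30 min at RT; signal change reflects glutamate formation.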
* hit, by the source's call; i = inactive; u = inconclusive; x = no result given; [ ] = remark or other dose. Unless noted, calls come from the whole dose curve; as a rule, active = well fitted curve in the direction sought with a large enough effect; inconclusive = small, poorly fitted or top-dose-only effect, or another doubt; inactive = no such curve, though single readings can be large; an effect the other way counts as inactive or inconclusive. The list is partial. The share of hits here may be higher or lower than overall.

SMILES	TrxR1 substrate	Pin1 inhibitor	USP1-UAF1 inh	PGK inhibitor	PI4K2A block	HP1b binding inh	IDH1 R132H inh	rTrxR1 inhibitor	GLS inh
O=C(Nc1cc2ccc(O)cc2oc1=O)c1ccc(F)cc1	-6%[57.1 µM]	1%	-21%	9%	-5	31%	-13%	5%[57.1 µM]	1%
Cc1ccc(-n2nnnc2SCC#N)cc1	3%	-4%	-17%	-9%	-23	37%	8%	15%	1%
COc1ccc(C(=O)CN2C(=O)COc3ccccc32)cc1	-8%	-1%	-17%	2%	-2	32%	1%	2%	-2%
O=P(COCCOCCOCCOCP(=O)(c1ccccc1)c1ccccc1)(c1ccccc1)c1ccccc1	2%	9%	-24%	5%	-4	54%[activator]	-1%	18%	-8%
CC(CCc1ccccc1)NC(=O)Cn1c(=O)nc(-c2ccccc2)c2cc(Cl)ccc21 (centres undefined)	-3%[57.1 µM]	16%	-13%	7%	0	32%	-9%	-3%[57.1 µM]	-3%
CC(=O)c1ccc(NC(=O)CSc2nc(=O)n(CCN3CCOCC3)c3c2CCC3)cc1	-1%	4%	0%	5%	-2	12%	-2%	4%	16%
Cc1c(NC(=O)C(C)Oc2cccc(Cl)c2)c(=O)n(-c2ccccc2)n1C (centres undefined)	-1%	1%	-6%	-1%	1	2%	5%	11%	6%
C=CCOCCn1[nH]c2ccccc2c1=O	40%[activator][57.1 µM]	-2%	-10%	-6%	3	20%	24%	28%[57.1 µM]	16%
CC(=O)Nc1ccc(NC(=O)CSc2nc3c([nH]c4ccccc43)c(=O)n2-c2ccccc2F)cc1	5%	19%	-17%	i	4	23%	7%	8%	-15%
Cc1ccccc1CNC(=O)C1CCC(=O)N(Cc2cccc(F)c2)C1 (centres undefined)	5%	-3%	-8%	6%	-11	52%[activator]	7%	17%	3%
O=[N+]([O-])c1ccccc1Nc1c2ccccc2nc2ccccc12	-3%	-2%	-23%	-11%	14	13%	-7%	12%	3%
COc1cnc(-c2ccccc2)[nH]c1=O	-5%	-7%	-4%	-2%	-5	23%	0%	17%	9%
Brc1ccc(NCc2cccc3ccccc23)nc1	-1%	-1%	-9%	6%	1	56%[activator]	-5%	3%	x
C/C(=N\NC(=O)c1c(Cl)cnn1C)c1ccc(NC(=O)c2ccncc2)cc1	-1%[57.1 µM]	1%	-5%	-1%	-14	37%	2%	0%[57.1 µM]	4%
Cc1cc(C(=O)N(C)C)sc1-c1ccccc1	-2%	3%	-17%	-6%	1	85%[activator]	1%	8%	-9%
Cc1ocnc1C(=O)Nc1ccc(Cl)cc1	5%	9%	-21%	-1%	-3	39%	2%	-8%	2%
CCOc1ccc(S(=O)(=O)NCCC(=O)NCC2COc3ccccc3O2)cc1 (centres undefined)	0%	0%	-21%	-9%	2	36%	-7%	15%	-8%
COc1ccc2oc(C(=O)NNC(=O)c3ccc(F)cc3)c(C)c2c1	23%	5%	-18%	6%	10	16%	-7%	1%	10%
Cn1c(=O)oc2cc(S(=O)(=O)NCCN3CCc4ccccc4C3)ccc21	18%	-3%	-21%	-3%	-8	47%[activator]	9%	48%	3%
O=C(COc1ccc(Cl)cc1Cl)NN1C(=O)C2C3C=CC([C@@H]2C1=O)C31CC1 (some centres undefined)	1%	1%	-4%	-2%	4	26%	-5%	19%	-7%
CCN1CCN(S(=O)(=O)c2cc(C(=O)O)ccc2Cl)CC1	6%	-9%	-24%	7%	-1	47%[activator]	-5%	15%	-1%
Cc1ccc(C2=NN(CCC(=O)NCCCN3CCOCC3)C(=O)CC2)cc1	9%[57.1 µM]	-2%	-5%	2%	-4	16%	11%	18%[57.1 µM]	5%
COC(=O)c1ccccc1NS(=O)(=O)c1cn(C)c(=O)n(C)c1=O	6%[57.1 µM]	-4%	-16%	-2%	-2	39%[activator]	2%	0%[57.1 µM]	1%
C=CCn1c(CNC(=O)CCC)nc2ccccc21	14%	-4%	-15%	-1%	-3	31%	3%	30%	-6%
CC(=O)Nc1ccc(NC(=O)CSc2nnc(-c3cccnc3)o2)cc1	-5%	7%	-7%	-8%	-5	35%	2%	-6%	3%
O=C(Nc1cc(Cl)ccc1-n1cncn1)c1cc(S(=O)(=O)N2CCOCC2)ccc1F	2%	-5%	-22%	-10%	-1	36%	0%	8%	0%
COc1ccc(C(=O)NCCNc2ncc(C(F)(F)F)cc2Cl)cc1[N+](=O)[O-]	-13%	-1%	-24%	-1%	-2	25%	2%	-6%	-4%
CCN(CC)c1nc(N2CCN(C)CC2)nc2ccccc12	5%[57.1 µM]	-3%	-19%	-7%	-2	19%	21%	5%[57.1 µM]	6%
S=C(NCCNC(=S)Nc1ccccc1Cl)Nc1ccccc1Cl	6%	-5%	-18%	-3%	8	39%	-6%	-2%	11%
COC(=O)C(C)NC(=O)c1ccc(C(C)(C)C)cc1 (centres undefined)	-7%	1%	6%	3%	0	27%	2%	-9%	1%
Cc1nnc(NC(=O)CN2CCN(Cc3ccc(F)cc3Cl)CC2)s1	-2%	-2%	-8%	0%	-3	51%[activator]	-2%	7%	0%
O=C(Nc1cc(C(F)(F)F)ccc1N1CCCC1)C1CC(=O)N(Cc2ccccc2)C1 (centres undefined)	x	x	-16%	i	3	x	-2%	x	7%
COc1ccccc1C(=O)C1CCCN(C(=O)c2cn3cc(Cl)ccc3n2)C1 (centres undefined)	6%	-6%	-19%	0%	-3	34%	0%	10%	-3%
Cc1cc(C)nc(N2CCCC(C(=O)NCc3ccc4c(c3)OCO4)C2)n1 (centres undefined)	-13%[57.1 µM]	u	-17%	-2%	-1	25%	4%	11%[57.1 µM]	-13%
CC(=O)c1ccc(NC(=O)COC(=O)C2C3CC4OC(=O)C2C4C3)cc1 (centres undefined)	-3%	-5%	0%	-4%	1	12%	11%	8%	-10%
Cc1ccc([N+](=O)[O-])cc1N1C(=O)CS/C1=N\NC(=O)c1cccnc1	4%	-8%	-4%	-3%	11	2%	1%	14%	-5%
O=C(COc1ccc(Cl)cc1)Nc1sc2c(c1C(=O)Nc1cccc(Cl)c1)CCCC2	0%	1%	u	i	7	u	4%	-19%	-18%
O=C(CCCOc1ccccc1)NCCc1ccccc1	9%[57.1 µM]	0%	-10%	i	0	35%[activator]	4%	16%[57.1 µM]	3%
CCCCCCCC1c2c(c(C)c(C)oc2=O)Oc2c(C)c(C)oc(=O)c21	-4%	-13%	-12%	i	-3	46%[activator]	-2%	3%	-1%
CCN1CCN(C(c2cccs2)C(C)NC(=O)c2ccccc2F)CC1 (centres undefined)	4%[2.29 µM]	1%	-3%	-2%	-1	25%	2%	-7%[2.29 µM]	3%
COc1ccc(N2C(=O)/C(=C/c3cccnc3)NC2=S)cc1	2%	6%	-15%	3%	-2	34%	-6%	-6%	-3%
O=C(OCC(=O)N1CCCC1=O)c1ccc(Cl)cc1[N+](=O)[O-]	4%[57.1 µM]	-1%	-25%	1%	2	26%	-4%	10%[57.1 µM]	1%
OCCCNC(c1ccccc1)c1ccc(O)cc1 (centres undefined)	9%	-3%	-16%	-8%	11	22%	10%	u	26%
Cc1ccc(CNc2ccc(N3CCOCC3)c(Cl)c2)cc1	-2%[57.1 µM]	8%	-5%	4%	-10	u	7%	-12%[57.1 µM]	-15%
CCCC(c1nnnn1Cc1ccc(OC)cc1)N1CCC(C(N)=O)CC1 (centres undefined)	9%[57.1 µM]	-1%	-23%	-10%	4	28%	3%	10%[57.1 µM]	5%
O=C(Nc1cccc(Oc2ccc3c(c2)C(=O)NC3=O)c1)c1ccco1	-7%	-8%	-7%	x	0	27%	2%	4%	-3%
COc1ccc2c(c1OC)C(=O)N1c3ccccc3C(=O)N(Cc3ccco3)C21 (centres undefined)	1%	78%[activator]	x	x	x	39%[activator]	x	40µM*	x
O=C(Cc1ccc(NC2=NC3CS(=O)(=O)CC3S2)cc1)NCc1ccccc1 (centres undefined)	17%[57.1 µM]	-2%	-23%	i	1	25%	3%	40%[activator][57.1 µM]	-2%
COCCNC(=O)c1ccccc1NC(=O)c1ccccc1N(C)S(C)(=O)=O	-8%[57.1 µM]	-5%	-12%	-13%	2	29%	2%	14%[57.1 µM]	-6%
COc1cccc(OCC(O)CN2CCc3ccccc3C2)c1 (centres undefined)	-2%	1%	-6%	6%	0	23%	-8%	6%	13%
Cc1ccc(S(=O)(=O)NC(=O)Nc2ccc(F)cc2)cc1	-7%	1%	4%	-1%	-1	25%	-3%	-18%	12%

Three entries from above, sorted by the number in PI4K2A block, lowest first:
SMILES	TrxR1 substrate	Pin1 inhibitor	USP1-UAF1 inh	PGK inhibitor	PI4K2A block	HP1b binding inh	IDH1 R132H inh	rTrxR1 inhibitor	GLS inh
Cc1ccc(S(=O)(=O)NC(=O)Nc2ccc(F)cc2)cc1	-7%	1%	4%	-1%	-1	25%	-3%	-18%	12%
O=C(Nc1cccc(Oc2ccc3c(c2)C(=O)NC3=O)c1)c1ccco1	-7%	-8%	-7%	x	0	27%	2%	4%	-3%
O=C(OCC(=O)N1CCCC1=O)c1ccc(Cl)cc1[N+](=O)[O-]	4%[57.1 µM]	-1%	-25%	1%	2	26%	-4%	10%[57.1 µM]	1%
